Assay outcomes from PubChem BioAssay.
SENP8 block-1 = blocks the human protease SENP8; purified SENP8, Z-RLRGG-aminoluciferin cleavage, luminescence; Q96LD8; inhibition, % at 10 µM; hit rate 1.2% among 330,000; AID 2540; in the data active = inhibition above about 50%
Target sequence (Q96LD8 whole entry, looked up): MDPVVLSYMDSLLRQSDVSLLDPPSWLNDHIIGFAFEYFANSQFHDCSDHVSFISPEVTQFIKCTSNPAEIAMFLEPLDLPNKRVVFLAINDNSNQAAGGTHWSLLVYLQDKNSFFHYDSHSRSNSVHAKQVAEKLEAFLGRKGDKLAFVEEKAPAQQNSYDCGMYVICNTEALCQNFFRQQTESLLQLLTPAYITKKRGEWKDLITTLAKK
SENP7 block = blocks the human protease SENP7; AID 434973; recombinant SENP7, Z-RLRGG-aminoluciferin luminescence, 40 min; inhibition, % at 5 µM; hit rate 1.5% among 330,000; Q9BQF6;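 active = inhibition above about 50% at the single test dose, limit read from the data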;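 note: plate controls were DMSO with enzyme for no effect and no enzyme buffer wells for full effect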
Target sequence (Q9BQF6 706-1050 limits assumed): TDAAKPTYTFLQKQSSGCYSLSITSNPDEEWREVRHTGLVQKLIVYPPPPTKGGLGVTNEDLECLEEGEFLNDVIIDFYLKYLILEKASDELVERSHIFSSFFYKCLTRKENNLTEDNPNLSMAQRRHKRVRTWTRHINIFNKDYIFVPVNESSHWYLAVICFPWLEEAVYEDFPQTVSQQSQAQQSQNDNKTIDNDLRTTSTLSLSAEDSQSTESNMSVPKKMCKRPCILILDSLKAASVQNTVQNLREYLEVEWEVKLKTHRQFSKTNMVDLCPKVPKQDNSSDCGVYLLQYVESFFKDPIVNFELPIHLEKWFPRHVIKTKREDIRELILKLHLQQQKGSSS
SENP6 block = SENP6 protease inhibition | Q9GZR1 | Recombinant SENP6 catalytic domain, aminoluciferin luminescence | inhibition, % at 10 µM | hit rate 1.8% among 330,000;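 active = inhibition above about 50% at the single tested dose, limit read from the data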;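 note: plate controls were DMSO wells with enzyme for no effect and DMSO wells lacking enzyme for full effect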
Target sequence (Q9GZR1 628-1112 limits assumed): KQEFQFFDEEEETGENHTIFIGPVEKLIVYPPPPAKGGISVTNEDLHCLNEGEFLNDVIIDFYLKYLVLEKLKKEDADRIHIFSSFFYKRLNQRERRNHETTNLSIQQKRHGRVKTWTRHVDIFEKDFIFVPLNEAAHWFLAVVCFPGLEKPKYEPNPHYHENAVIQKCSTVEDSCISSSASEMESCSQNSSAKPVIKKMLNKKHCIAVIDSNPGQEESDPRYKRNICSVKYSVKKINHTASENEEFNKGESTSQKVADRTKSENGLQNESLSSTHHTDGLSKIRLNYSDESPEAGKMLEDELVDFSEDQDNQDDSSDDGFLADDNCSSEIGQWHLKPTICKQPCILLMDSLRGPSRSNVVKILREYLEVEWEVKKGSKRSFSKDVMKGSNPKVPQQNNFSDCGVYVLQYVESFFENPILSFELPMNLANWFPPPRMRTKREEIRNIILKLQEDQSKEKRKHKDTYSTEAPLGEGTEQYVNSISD
HKDC1 inhibitor = inhibitors of human hexokinase HKDC1; Q2TB90; recombinant HKDC1, G6PDH/diaphorase resazurin coupled fluorescence; inhibition, % at 20 µM; hit rate 0.16% among 340,000;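 active = inhibition above about 35% when tested at 20 µM, limit read from the data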;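 note: plate controls were DMSO wells with enzyme for no effect and DMSO wells lacking enzyme for full effect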
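Test system: Recombinant HKDC1 (HK5) hexokinase enzyme, produced in-house | Input: HKDC1 at 5 µg/mL | Buffer or medium: Tris pH 8.0 buffer with MgCl2, Tween-20, BSA, BME | Schedule: 90 min reaction incubation at room temperature, dark | Technique: Resazurin-to-resorufin fluorescence via G6PDH and diaphorase coupling, 525/613 nm | Controls: DMSO wells with and without enzyme mix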
Apaf1 inhib = inhibitors of human Apaf-1 apoptosome. O14727. hit rate 0.71% among 330,000. reconstituted apoptosome caspase-3 activity, DEVD-Rh110 fluorescence. inhibition, % at 20 µM; active = inhibition of at least 40% at 20 µM;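 note: plate controls were DMSO wells for no effect and DEVD-CHO caspase inhibitor wells for full effect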
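Material: reconstituted apoptosome with Apaf-1, cytochrome c, caspase-9, procaspase-3, dATP / Buffer or medium: pH 7.5 Hepes buffer with CHAPS, BSA, DTT / Also added: cytochrome c with DEVD-Rh110 / Schedule: compound with Apaf-1, dATP, procaspase-3 30 min, then 50 min reaction, room temperature / Technique: rhodamine 110 fluorescence at Ex 480/Em 540 nm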
SENP8 block-2 = blocks human SENP8 cleavage of Nedd8 substrate | recombinant SENP8, Nedd8 substrate fluorescence | inhibition, % at 20 µM | AID 602440 | Q96LD8 | hit rate 0.64% among 360,000; in the data active = inhibition mostly above about 40%, no sharp cut-off; inactive = mostly below about 27%
SENP1 FRET inh = SENP1 (human) catalytic domain inhibition; hit rate 0.21% among 360,000; inhibition, % at 10 µM; recombinant SENP1 catalytic domain, CyPet-SUMO1-YPet FRET cleavage; Q9P0U3;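 active = inhibition at least 30% at 10 µM, raw YFP signal under a set limit, fluorescence ratio 0.5 to 1.5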;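 note: 0% = enzyme with DMSO and 100% = no enzyme wells; some results filed as inactive read as strong as hits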
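Assay system – human recombinant His6-tagged SENP1 catalytic domain enzyme · Input – SENP1 enzyme, 20 pM final · Buffer or medium – Tris pH 8 buffer plus EDTA, NaCl, BME, BSA, NP40, catalase · Schedule – 50 min reaction at room temperature · Technique – FRET read of cyan and yellow fluorescence · Control set – no-enzyme wells low, DMSO-plus-enzyme wells high control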
NALP3 yeast inh = NALP3 inhibition in yeast; AID 2825; inhibition, % at 10 µM; Yeast reconstituted NLRP3/ASC/caspase-1, beta-gal luminescence, 24 h; hit rate 0.39% among 330,000;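 active = inhibition of 50% or more; inactive = inhibition below 50%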;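 note: plate controls were induced DMSO wells for no effect and uninduced yeast grown without galactose for full effect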
PfG6PD inh = PfG6PD (Plasmodium falciparum) enzyme inhibition | hit rate 0.78% among 350,000 | AID 504690 | inhibition, % at 20 µM | PfGluPho enzyme, NADPH resazurin-diaphorase fluorescence;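 active = inhibition reaching at least a set limit at 20 µM in the primary screen, cut at about 59% in these data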;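 note: 0% = DMSO wells with substrate and 100% = DMSO wells lacking glucose-6-phosphate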
* hit, by the source's call. Outcome played no part in choosing rows; 4.1% or so of the library scored in one or more.

COc1cc(NC(=S)Nc2ccc(S(=O)(=O)N3CCOCC3)cc2)cc(OC)c1OC was read as SENP8 block-1 6, SENP7 block -3, SENP6 block 4, HKDC1 inhibitor -4, Apaf1 inhib -1, SENP8 block-2 10, SENP1 FRET inh -3, NALP3 yeast inh -15 and PfG6PD inh 26.
Screening CC(Oc1ccc(Br)cc1)C(=O)Nc1cc(Cl)ccc1N1CCN(C)CC1 (stereo unspecified) returned SENP8 block-1 5, SENP7 block -3, SENP6 block 5, HKDC1 inhibitor 6, Apaf1 inhib 18, SENP8 block-2 6, SENP1 FRET inh 2, NALP3 yeast inh 40 and PfG6PD inh 8.
COc1ccccc1NS(=O)(=O)c1cc(NC(=O)CCC(=O)c2cccs2)ccc1Cl was read as SENP8 block-1 4, SENP7 block -1, SENP6 block -2, HKDC1 inhibitor 2, Apaf1 inhib 11, SENP8 block-2 -2, SENP1 FRET inh 1, NALP3 yeast inh 6 and PfG6PD inh -13.
Cc1ccc(S(=O)(=O)N2CCOCC2)cc1NC(=O)COC(=O)c1cnccn1 was read as SENP8 block-1 -2, SENP7 block 6, SENP6 block -7, HKDC1 inhibitor -5, Apaf1 inhib -8, SENP8 block-2 11, SENP1 FRET inh -2, NALP3 yeast inh 12 and PfG6PD inh 17.
Cn1c(SCC(=O)Nc2ccccc2C(F)(F)F)nc2c(c1=O)SCC2 was read as SENP8 block-1 8, SENP7 block -9, SENP6 block 3, HKDC1 inhibitor -6, Apaf1 inhib -2, SENP8 block-2 7, SENP1 FRET inh 1, NALP3 yeast inh 4 and PfG6PD inh -7.
For CC1CCCN(C(=O)c2ccc(S(=O)(=O)N3CCC(c4nc5ccccc5s4)CC3)cc2)C1 (stereo unspecified) the results were SENP8 block-1 -7, SENP7 block 2, SENP6 block -11, HKDC1 inhibitor 14, Apaf1 inhib 17, SENP8 block-2 20, SENP1 FRET inh 1, NALP3 yeast inh 14 and PfG6PD inh 8.
`COc1cccc(NC(=S)N(CCN2CCCCC2)Cc2ccco2)c1` gave SENP8 block-1 5, SENP7 block 3, SENP6 block 9, HKDC1 inhibitor -1, Apaf1 inhib -10, SENP8 block-2 35, SENP1 FRET inh 3, NALP3 yeast inh 14 and PfG6PD inh -3.
For O=C(O)C1C(C(=O)O)C1(c1ccccc1)c1ccccc1 (stereo unspecified) the results were SENP8 block-1 7, SENP7 block -3, SENP6 block -2, HKDC1 inhibitor -6, Apaf1 inhib -21, SENP8 block-2 26, SENP1 FRET inh 0, NALP3 yeast inh 9 and PfG6PD inh -8.
For Cc1cccc(N2C(=O)N(c3ccccc3C)C3CS(=O)(=O)CC32)c1 (stereo unspecified) the results were SENP8 block-1 8, SENP7 block -3, SENP6 block 4, HKDC1 inhibitor -1, Apaf1 inhib -17, SENP8 block-2 18, SENP1 FRET inh 3, NALP3 yeast inh -1 and PfG6PD inh -7.
Screening O=C(c1cnn2c(C(F)F)cc(C3CC3)nc12)N1CCCC1 returned SENP8 block-1 1, SENP7 block 24, SENP6 block 4, HKDC1 inhibitor -6, Apaf1 inhib 5, SENP8 block-2 -19, SENP1 FRET inh 2, NALP3 yeast inh 8 and PfG6PD inh -1.
`Cc1occc1-c1nnc(SCC(=O)NCc2cccs2)n1CC1CCCO1` (stereo unspecified) gave HKDC1 inhibitor -5, SENP8 block-2 11, SENP1 FRET inh 2 and PfG6PD inh 6.
`CCOC(=O)c1c(Cc2ccccc2)c[nH]c1C` gave SENP8 block-1 -4, SENP7 block -1, SENP6 block -1, HKDC1 inhibitor -8, Apaf1 inhib 8, SENP8 block-2 16, SENP1 FRET inh 4, NALP3 yeast inh 20 and PfG6PD inh -12.
CNC(=O)c1c(NC(=O)c2ccc(N3C(=O)CCC3=O)cc2)sc2c1CCC(C)C2 (stereo unspecified) was read as SENP8 block-1 -5, SENP7 block -2, SENP6 block -9, HKDC1 inhibitor 7, Apaf1 inhib 22, SENP8 block-2 -296, SENP1 FRET inh -6, NALP3 yeast inh 12 and PfG6PD inh 10.
`O=C(c1ccco1)N1CCN(C(=O)C2CCCc3c2[nH]c2ccc(Cl)cc32)CC1` (stereo unspecified) gave SENP8 block-1 1, SENP7 block -2, SENP6 block -11, HKDC1 inhibitor 0, Apaf1 inhib -5, SENP8 block-2 1, SENP1 FRET inh -1, NALP3 yeast inh -15 and PfG6PD inh -13.
`COc1ccccc1NC(=O)CSc1nnc(CCNC(=O)c2ccc(C)cc2)n1C` gave SENP8 block-1 -8, SENP7 block -4, SENP6 block -25, HKDC1 inhibitor 5, Apaf1 inhib 7, SENP8 block-2 4, SENP1 FRET inh 2, NALP3 yeast inh 17 and PfG6PD inh -16.
Screening Cc1onc(-c2c(Cl)cccc2Cl)c1NC(=O)NNc1ccccc1 returned SENP8 block-1 -3, SENP7 block -2, SENP6 block -5, HKDC1 inhibitor -4, Apaf1 inhib 3, SENP8 block-2 28, SENP1 FRET inh 1, NALP3 yeast inh 0 and PfG6PD inh 4.
For Nc1c(Cl)ncnc1N/N=C/c1cccc(O)c1 the results were SENP8 block-1 25, SENP7 block 34, SENP6 block 56*, HKDC1 inhibitor -4, Apaf1 inhib -14, SENP8 block-2 -198, SENP1 FRET inh -3, NALP3 yeast inh 10 and PfG6PD inh 10.
CCn1c(SCC(=O)Nc2cccc(C)n2)nc2c1c(=O)n(C)c(=O)n2C was read as SENP8 block-1 1, SENP7 block 9, SENP6 block 3, HKDC1 inhibitor -2, Apaf1 inhib -12, SENP8 block-2 -2, SENP1 FRET inh 1, NALP3 yeast inh 2 and PfG6PD inh 0.
Screening Nc1c(C(=O)N/N=C/c2ccc([N+](=O)[O-])cc2)cnn1-c1ccccc1 returned SENP8 block-1 4, SENP7 block 4, SENP6 block 1, HKDC1 inhibitor -2, Apaf1 inhib -36, SENP8 block-2 14, SENP1 FRET inh 0, NALP3 yeast inh 16 and PfG6PD inh -8.
For CCC(Sc1nc(C)cc(C)n1)C(=O)Nc1nccs1 (stereo unspecified) the results were SENP8 block-1 -16, SENP7 block -11, SENP6 block -4, HKDC1 inhibitor -4, Apaf1 inhib 2, SENP8 block-2 8, SENP1 FRET inh 2, NALP3 yeast inh -5 and PfG6PD inh 12.
Screening O=C(NCCN1CCCC1=O)Nc1ccccc1 returned SENP8 block-1 2, SENP7 block -5, SENP6 block -14, HKDC1 inhibitor -4, Apaf1 inhib 5, SENP8 block-2 23, SENP1 FRET inh 2, NALP3 yeast inh -6 and PfG6PD inh 7.
Screening O=C(CN1CCN(c2ccc(Cl)cc2)CC1)Nc1ccc(F)c(F)c1 returned SENP8 block-1 4, SENP7 block 0, SENP6 block -12, HKDC1 inhibitor 4, Apaf1 inhib 12, SENP8 block-2 23, SENP1 FRET inh 0, NALP3 yeast inh 27 and PfG6PD inh -6.
For C/C(=N/NC(=O)c1ccncc1)c1ccc(NC(=O)c2ccc(Cl)cc2Cl)cc1 the results were SENP8 block-1 10, SENP7 block -8, SENP6 block -7, HKDC1 inhibitor -2, Apaf1 inhib -3, SENP8 block-2 5, SENP1 FRET inh 0, NALP3 yeast inh 27 and PfG6PD inh -11.
For Cc1nc(Nc2nc(CSc3ccc(Cl)cc3)cc(=O)[nH]2)nc2ccccc12 the results were SENP8 block-1 -2, SENP7 block 2, SENP6 block -16, HKDC1 inhibitor -9, Apaf1 inhib -12, SENP8 block-2 3, SENP1 FRET inh 2, NALP3 yeast inh 7 and PfG6PD inh 25.
`Cc1ccc(OCC(=O)NCCNC(=O)c2ccncc2)cc1C` gave SENP8 block-1 -5, SENP7 block -10, SENP6 block -16, HKDC1 inhibitor -2, Apaf1 inhib 8, SENP8 block-2 0, SENP1 FRET inh -2, NALP3 yeast inh 4 and PfG6PD inh 1.
For Cc1cccc(NCc2n[nH]c(=S)n2-c2ccccc2)c1 the results were SENP8 block-1 -5, SENP7 block -1, SENP6 block -18, HKDC1 inhibitor -10, Apaf1 inhib 3, SENP8 block-2 1, SENP1 FRET inh 3, NALP3 yeast inh 10 and PfG6PD inh 49.
For CC(=O)c1ccc(NC(=O)CSc2nnc(NC(=O)CN3CCOCC3)s2)cc1 the results were SENP8 block-1 -12, SENP7 block 9, SENP6 block -11, HKDC1 inhibitor 2, Apaf1 inhib 6, SENP8 block-2 18, SENP1 FRET inh -1, NALP3 yeast inh 13 and PfG6PD inh 2.
`CCCCNc1c(-c2ccc(OC)c(SC(C)CC)c2)nc2cnccn12` (stereo unspecified) gave HKDC1 inhibitor 6, SENP8 block-2 -485, SENP1 FRET inh -29 and PfG6PD inh 12.
Screening COc1ccc2cc(C(=O)c3ccccc3)c(=O)oc2c1 returned SENP8 block-1 2, SENP7 block 6, SENP6 block -11, HKDC1 inhibitor -13, Apaf1 inhib -16, SENP8 block-2 -14, SENP1 FRET inh -8, NALP3 yeast inh 38 and PfG6PD inh 17.
S=c1[nH]nc(Cn2nnc3ccccc32)n1-c1ccc(Cl)cc1 was read as SENP8 block-1 -3, SENP7 block 4, SENP6 block 9, HKDC1 inhibitor 7, Apaf1 inhib -2, SENP8 block-2 10, SENP1 FRET inh 2, NALP3 yeast inh 21 and PfG6PD inh 11.

As a short view, some entries already given.
Screening COc1ccc2cc(C(=O)c3ccccc3)c(=O)oc2c1 returned SENP8 block-1 2, SENP7 block 6, SENP6 block -11, HKDC1 inhibitor -13, Apaf1 inhib -16, SENP8 block-2 -14, SENP1 FRET inh -8, NALP3 yeast inh 38 and PfG6PD inh 17.
S=c1[nH]nc(Cn2nnc3ccccc32)n1-c1ccc(Cl)cc1 was read as SENP8 block-1 -3, SENP7 block 4, SENP6 block 9, HKDC1 inhibitor 7, Apaf1 inhib -2, SENP8 block-2 10, SENP1 FRET inh 2, NALP3 yeast inh 21 and PfG6PD inh 11.

Continued:
COc1ccc(Cl)cc1C(=O)NNC(=O)CNC(=O)c1ccc(C)s1 was read as SENP8 block-1 4, SENP7 block -1, SENP6 block -5, HKDC1 inhibitor -6, Apaf1 inhib 1, SENP8 block-2 -2, SENP1 FRET inh 1, NALP3 yeast inh 12 and PfG6PD inh -10.
CC1(C)CC(=O)C(C2c3ccccc3S(=O)(=O)c3ccccc32)C(=O)C1 was read as SENP8 block-1 -1, SENP7 block -8, SENP6 block -6, HKDC1 inhibitor -1, Apaf1 inhib 10, SENP8 block-2 18, SENP1 FRET inh 7, NALP3 yeast inh 0 and PfG6PD inh -16.
O=C(NC(=S)Nc1ccc(F)cc1)c1ccc2c(c1)OCCO2 was read as SENP8 block-1 11, SENP7 block 15, SENP6 block -21, HKDC1 inhibitor -5, Apaf1 inhib 22, SENP8 block-2 14, SENP1 FRET inh 3, NALP3 yeast inh 12 and PfG6PD inh 2.
Screening C/C(=N\NC(=O)C(O)(c1ccccc1)c1ccccc1)c1ccc(C)o1 returned SENP8 block-1 -9, SENP7 block -2, SENP6 block -3, HKDC1 inhibitor -3, Apaf1 inhib 12, SENP8 block-2 3, SENP1 FRET inh 0, NALP3 yeast inh -7 and PfG6PD inh 20.
